mABHD4 FP – inhibitors of mouse ABHD4 | purified mABHD4, FP-Rh probe fluorescence polarization | hit rate 0.54% among 370,000 | Q8VD66 | inhibition, % at 8.92 µM;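 active = inhibition exceeding the mean over every tested compound plus 3 SD, cut at about 30% in these data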;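 note: 0% = plate median of compound wells and 100% = S159A mutant with DMSO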
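Test system: mouse ABHD4 enzyme, wild type. Reagent: FP-Rh fluorescent activity-based probe, added after compound pre-incubation. Timing: pre-incubation 45 min, probe exposure 60 min, at 25 °C. Technique: FP readout, ex 525 nm / em 598 nm. Benchmarks: high control S159A mutant with DMSO, low control median of compound wells.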
PRMT1 FP inh – blocks human protein arginine methyltransferase 1 | recombinant PRMT1, activity-based probe fluorescence polarization | inhibition, % at 2.79 µM | hit rate 1.3% among 370,000 | AID 652257;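 active = inhibition above about 21% made by adding two undisclosed values, limit read from the data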
rCAG binder – molecules binding r(CAG) RNA repeats; r(CAG) RNA repeat, TO-PRO-1 dye displacement fluorescence; inhibition, % at 3 µM; hit rate 1.3% among 370,000; AID 651821;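 active = inhibition above the plate cutoff, the mean of all test compounds on that plate plus 3 SD, cut at about 35% in these data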;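 note: 0% = DMSO alone and 100% = 100 µM mitoxantrone as full dye displacement; higher means more dye released from RNA so lower well fluorescence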
PG9 Ab binder – PG9 antibody binding by small molecule; TR-FRET gp120-PG9 antibody binding; inhibition, % at 6.7 µM; hit rate 0.43% among 360,000; in the data active = inhibition above about 8.5%
MBD2 inh – blocks human MBD2 binding to methylated DNA | AID 686964 | hit rate 0.31% among 370,000 | Q9UBB5 | inhibition, % at 4.4 µM | TR-FRET, MBD2 binding to methylated oligonucleotide; in the data active = inhibition above about 13%
TCR CD3 inh – inhibitors of human TCR-CD3 interaction; TAMRA-labeled TCR probe fluorescence, biochemical; inhibition, % at 9.4 µM; hit rate 0.37% among 360,000; in the data active = inhibition above about 19%;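 note: recombinant mutant TCR 2C K166C tagged with TAMRA read by polarization; 0% = receptor in buffer alone and 100% = receptor with positive control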
HTRA1 inhibitor – HTRA1 (human) protease inhibition. Q92743. recombinant HTRA1, FP-rhodamine activity-based probe, fluorescence polarization. inhibition, % at 5.96 µM. hit rate 0.5% among 340,000; in the data active = inhibition above about 36%;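 note: 0% = enzyme with DMSO and 100% = wells lacking enzyme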
Target sequence (Q92743 whole entry, looked up): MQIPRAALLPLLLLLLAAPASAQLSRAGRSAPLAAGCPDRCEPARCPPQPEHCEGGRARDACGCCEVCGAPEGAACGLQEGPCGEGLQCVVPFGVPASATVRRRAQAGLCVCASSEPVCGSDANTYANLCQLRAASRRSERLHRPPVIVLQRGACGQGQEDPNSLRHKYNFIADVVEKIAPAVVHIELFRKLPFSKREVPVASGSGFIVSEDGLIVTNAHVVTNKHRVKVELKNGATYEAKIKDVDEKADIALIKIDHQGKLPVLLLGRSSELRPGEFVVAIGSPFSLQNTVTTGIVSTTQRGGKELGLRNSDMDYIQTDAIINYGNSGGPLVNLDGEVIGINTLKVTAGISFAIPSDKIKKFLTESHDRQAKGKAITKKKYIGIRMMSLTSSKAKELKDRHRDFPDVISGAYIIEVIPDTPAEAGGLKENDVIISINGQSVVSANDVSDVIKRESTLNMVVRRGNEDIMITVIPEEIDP
Rev-erbA mod – modulators of human Rev-erb alpha DNA binding | Rev-erbα–FITC-DNA binding, fluorescence polarization, 90 min | activity, % at 10 µM | hit rate 0.79% among 370,000 | AID 1259318;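 active = activity above about 14%, limit read from the data; passing the limit was not always enough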;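 note: 0% = DMSO wells with 35 nM protein and 100% = DMSO wells with 750 nM protein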
Target sequence (P20393 whole entry, looked up): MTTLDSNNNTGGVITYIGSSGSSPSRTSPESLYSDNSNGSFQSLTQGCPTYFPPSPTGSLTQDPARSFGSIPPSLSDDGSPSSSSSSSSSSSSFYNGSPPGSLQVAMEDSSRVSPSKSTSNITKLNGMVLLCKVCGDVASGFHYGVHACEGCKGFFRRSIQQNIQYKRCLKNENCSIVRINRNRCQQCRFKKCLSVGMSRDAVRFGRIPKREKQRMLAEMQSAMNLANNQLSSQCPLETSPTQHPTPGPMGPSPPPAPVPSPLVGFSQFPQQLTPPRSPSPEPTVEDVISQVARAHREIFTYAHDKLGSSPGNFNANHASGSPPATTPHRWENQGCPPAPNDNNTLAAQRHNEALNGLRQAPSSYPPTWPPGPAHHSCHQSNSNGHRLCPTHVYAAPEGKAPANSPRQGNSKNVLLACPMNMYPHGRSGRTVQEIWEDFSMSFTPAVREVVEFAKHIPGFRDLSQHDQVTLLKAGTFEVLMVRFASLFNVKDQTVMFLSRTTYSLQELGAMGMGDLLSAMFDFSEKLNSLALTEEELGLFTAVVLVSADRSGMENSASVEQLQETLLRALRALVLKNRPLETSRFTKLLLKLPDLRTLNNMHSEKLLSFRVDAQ
UHRF1 MBD2 ctr – UHRF1 methyl-DNA binding inhibition | Q96T88 | UHRF1 binding to methylated oligo, TR-FRET | inhibition, % at 4.4 µM | hit rate 0.75% among 370,000 | AID 687016; in the data active = inhibition above about 21%;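 note: UHRF1 SRA domain binding a hemimethylated CpG hairpin DNA probe; 0% = median of test compound wells and 100% = reference inhibitor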
LEDGF integ inh – blocks HIV-1 LEDGF/p75-dependent DNA integration. inhibition, % at 3.7 µM. TR-FRET IN-LEDGF/p75 DNA integration, Eu/Cy5. hit rate 0.64% among 370,000. AID 743269;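 active = inhibition above the screen-wide mean plus 3 SD, cut at about 13% in these data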;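 note: signal is the Cy5 over europium emission ratio at 671 and 618 nm; 0% = plate median of compound wells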
Numbers without * were called inactive; . = not tested or not shown. An excerpt; rates above refer to the full screens.

SMILES	mABHD4 FP	PRMT1 FP inh	rCAG binder	PG9 Ab binder	MBD2 inh	TCR CD3 inh	HTRA1 inhibitor	Rev-erbA mod	UHRF1 MBD2 ctr	LEDGF integ inh
O=C(CCC(=O)N1CCN(S(=O)(=O)c2ccc(Cl)cc2)CC1)NCc1ccccc1	-1	-2	0	-0.4	-2	10	-3	7	-3	1
O=C(CC1S/C(=N/N=C/c2cccs2)NC1=O)Nc1ccccc1F (stereo not given)	2	0	3	-1.2	-3	-5	2	-6	-3	-1
O=C(c1cc2cc(Cl)ccc2[nH]1)N1CCN(c2ccc(F)cc2)CC1	-3	0	-3	-0.5	5	6	-3	-2	2	-4
O=c1[nH]c(C2CCN(S(=O)(=O)c3ccc(C(F)(F)F)cc3)CC2)nc2c1nnn2Cc1ccccc1	4	2	4	0.2	3	-8	2	-3	2	-11
COC(=O)c1c(N(S(C)(=O)=O)S(C)(=O)=O)sc2c1CCN(c1ncc(C(F)(F)F)cc1Cl)C2	4	-1	3	-0.8	-4	0	-6	2	11	-2
COc1cccc(NCc2nnc(SCC(=O)NC3CCS(=O)(=O)C3)n2C2CCCCC2)c1 (stereo not given)	2	0	1	1.8	-2	0	-7	-3	4	2
CC(C)(C)n1nnnc1C(c1ccnc2ccccc12)N1CCN(C/C=C/c2ccccc2)CC1 (stereo not given)	-7	-7	2	1.2	3	6	.	0	-2	6
CS(=O)(=O)N(CC(=O)NCC1CCCO1)c1cc(Cl)cc(Cl)c1 (stereo not given)	4	-1	-3	-0.4	2	4	-5	1	-2	-4
CC(C)n1nc(C(=O)NCc2ccc3c(c2)OCO3)c2ccccc2c1=O	0	-4	-2	-0.7	5	6	-13	5	-1	-2
COCc1ccc(CN2CCCC(CCC(=O)NCc3ccc(C)o3)C2)o1 (stereo not given)	3	-4	-3	-2.5	-1	5	6	-9	-4	-4
O=S(=O)(c1ccc(F)cc1)N1CCN(C(=S)NCc2ccccc2)CC1	-7	-4	1	-3.0	4	-3	-3	1	6	5
CCc1ccc(S(=O)(=O)Nc2nnc(N)s2)cc1	3	1	0	-3.2	-7	0	0	-3	-2	6
O=C(CN(C1CCCCC1)S(=O)(=O)c1ccccc1)NCc1ccco1	-2	12	7	-0.2	-2	-3	-5	0	3	2
O=C(CCc1ccccc1-c1ccccc1CCNC(=O)COCc1ccccc1)NCc1ccccc1	-9	0	1	.	3	.	.	0	0	-3
CC(CCc1ccccc1)NC(=O)CN1CCN(Cc2ccc(Cl)cc2)C1=O (stereo not given)	0	0	-3	1.2	17*	-6	0	0	1	-2
COc1cccc(CNCc2ccc3c(c2)OCO3)c1	13	0	-1	-2.3	1	1	-8	-4	-2	-3
CCCCOc1ccc(OCCNS(=O)(=O)N(C)C)cc1	-4	1	-3	-1.0	0	5	1	2	2	-2
CC(C)(C)n1nnnc1C(c1ccncc1)N1CCCCCC1 (stereo not given)	4	0	-3	-0.6	0	1	5	-2	-1	1
CCC(=O)NC(=S)Nc1ccc(NC(=O)COc2ccc(Cl)c(C)c2)cc1	-26	-2	10	-0.8	-4	3	-18	-2	1	1
O=C(NC1CCCCCC1)c1cc(-c2ccccn2)nc2ccccc12	6	-4	-5	-1.1	0	6	-9	3	-3	3
CCCCN(C)C(=O)C1CCC(CNS(=O)(=O)c2ccc3c(c2)CC(C)N3C(=O)C2CC2)CC1 (stereo not given)	10	1	-7	-1.1	-3	4	-14	1	3	0
COc1cc(C(=O)Nc2c(C)cc(C)cc2C)c([N+](=O)[O-])cc1OC	0	-6	-4	-0.9	-4	0	-8	-10	1	3
Cc1noc(C)c1COC(=O)Cc1ccc(Cl)cc1	-6	-2	-4	0.5	1	1	-2	0	0	0
CC(C)(C)[C@]1(O)CCN2C[C@H]3c4ccccc4CCc4cccc(c43)[C@@H]2C1	4	-2	1	-0.2	2	-2	-5	3	4	3

Reprinted at random: 2 records from the list
SMILES	mABHD4 FP	PRMT1 FP inh	rCAG binder	PG9 Ab binder	MBD2 inh	TCR CD3 inh	HTRA1 inhibitor	Rev-erbA mod	UHRF1 MBD2 ctr	LEDGF integ inh
COc1cccc(CNCc2ccc3c(c2)OCO3)c1	13	0	-1	-2.3	1	1	-8	-4	-2	-3
CC(CCc1ccccc1)NC(=O)CN1CCN(Cc2ccc(Cl)cc2)C1=O (stereo not given)	0	0	-3	1.2	17*	-6	0	0	1	-2

More results.
SMILES	mABHD4 FP	PRMT1 FP inh	rCAG binder	PG9 Ab binder	MBD2 inh	TCR CD3 inh	HTRA1 inhibitor	Rev-erbA mod	UHRF1 MBD2 ctr	LEDGF integ inh
CCOC(=O)/C(=N\Nc1cc(C(F)(F)F)ccc1Cl)N(CC)CC	7	1	-5	-3.0	1	1	10	3	6	0
C=CCN1C(=O)C(CC(=O)Nc2ccc(OCCC)cc2)N(CCCN2CCN(Cc3ccccc3)CC2)C1=S (stereo not given)	0	-8	1	1.2	-6	9	-19	-6	-3	4
COCCNC(=S)Nc1ccc2nsnc2c1	2	3	2	-3.6	-6	10	4	4	5	11
Cc1cc(C)cc(NC(=O)NN2C(C)CCCC2C)c1 (stereo not given)	8	0	-10	-1.1	13	5	-4	-3	0	3
O=C(NCc1ccccc1)c1ccc(S(=O)(=O)C(F)F)cc1	2	2	-1	0.0	1	0	-3	-6	2	0
O=C(CSc1ccc(-c2ccc(Cl)cc2)nn1)N1CCCc2ccccc21	-17	1	-2	1.8	-3	6	-52	1	-1	-2
CSc1nc(C(C)C)ccc1CNC(=O)CC(C)c1ccccc1 (stereo not given)	-11	0	-6	0.3	4	-8	-13	-4	6	-3
CCOC(=O)C1(CC2CC2)CCN(Cc2cnc(N(C)C)s2)CC1	-4	-1	-10	1.1	2	-2	-1	0	0	3
CC(N=C1NS(=O)(=O)c2ccccc21)C(=O)N1CCc2ccccc2C1 (stereo not given)	-3	5	0	-0.5	1	-7	2	0	2	1
COc1ccccc1CCNS(=O)(=O)c1cn(C)c(=O)n(C)c1=O	-3	1	0	0.5	4	-8	11	2	5	-8
CCOC(=O)C(=Cc1cn(C)c2ccc(S(=O)(=O)N(C)C)cc12)C(=O)OCC	-2	1	-3	-1.7	4	13	1	-4	2	1
Cc1nc2c(C)cccc2cc1C(=O)N/N=C/c1ccc(C(=O)O)cc1	-6	-3	4	-1.8	-5	4	.	-1	-7	5
O=C(Cn1cnc2ccc(Cl)cc2c1=O)c1cccs1	-12	-4	6	1.7	-4	-3	-6	1	1	2
Cc1cc(C)c2nc(NC(=O)c3cc(C)on3)sc2c1	-5	1	5	0.1	-7	3	-11	10	-1	0
O=C(NCCc1c[nH]c2ccccc12)Nc1ccccc1	-8	-5	0	0.3	-1	-2	0	-9	1	3
O=C(Nc1ccccc1O)c1nc(Cl)ccc1Cl	-2	-2	-1	0.3	0	2	3	4	-4	3
Cn1nnnc1SCC(=O)N1CCN(Cc2ccccc2)CC1	-2	3	-2	-1.4	0	1	-1	2	-1	2
CCCC(=O)NCc1cc(-c2nn(C)c(=O)c3ccccc23)ccc1OC	2	-1	-5	0.2	2	0	-3	-8	2	0
CCO[C@@H]1OC(C(=O)NCc2ccccc2)=C[C@H](c2cn(C(C)=O)c3ccccc23)[C@H]1CCCO	-4	0	-3	-0.4	0	0	-19	3	0	0
COC(=O)c1cc2c(c3c4cc(OC)ccc4n(S(=O)(=O)c4ccc(C)cc4)c13)C(=O)N(C)C2	-5	-4	15	-2.0	1	2	.	1	-1	-2
Cc1c(Cl)cccc1NC(=O)CSC(N)=O	-2	31*	-1	-1.8	0	0	7	4	2	4
Cc1cc(C)c2c(=O)n3c(nc2c1)C(Cc1ccccc1)NC(=O)c1cccnc1-3 (stereo not given)	-2	-2	2	1.6	-2	1	-31	2	-3	-3
O=C(NCc1ccc(F)cc1)c1cc(C2CCCCN2S(=O)(=O)Cc2ccccc2)on1 (stereo not given)	-2	2	2	0.4	-5	-2	.	-2	2	4
COc1ccc(OC)c(-c2cnc(OC(C)(C)C)nc2OC(C)(C)C)c1	1	1	-3	3.0	7	-1	5	0	2	3

Results in Rev-erbA mod and mABHD4 FP (five entries from above):
Structure | Rev-erbA mod | mABHD4 FP
CCO[C@@H]1OC(C(=O)NCc2ccccc2)=C[C@H](c2cn(C(C)=O)c3ccccc23)[C@H]1CCCO | 3 | -4
COC(=O)c1cc2c(c3c4cc(OC)ccc4n(S(=O)(=O)c4ccc(C)cc4)c13)C(=O)N(C)C2 | 1 | -5
Cc1c(Cl)cccc1NC(=O)CSC(N)=O | 4 | -2
Cc1cc(C)c2c(=O)n3c(nc2c1)C(Cc1ccccc1)NC(=O)c1cccnc1-3 (stereo not given) | 2 | -2
O=C(NCc1ccc(F)cc1)c1cc(C2CCCCN2S(=O)(=O)Cc2ccccc2)on1 (stereo not given) | -2 | -2

Continued.
SMILES	mABHD4 FP	PRMT1 FP inh	rCAG binder	PG9 Ab binder	MBD2 inh	TCR CD3 inh	HTRA1 inhibitor	Rev-erbA mod	UHRF1 MBD2 ctr	LEDGF integ inh
O=C(Nc1cccn2ncnc12)c1cccc(C(F)(F)F)c1	3	1	-6	0.9	3	1	-3	-4	-1	1
Cc1ccc(OCC(=O)N/N=C/c2cccn2C)cc1	-4	-2	0	-2.3	4	1	-7	1	-2	1
O=C(CSc1nc(-c2ccccc2)c(-c2ccccc2)o1)NC1CCS(=O)(=O)C1 (stereo not given)	0	3	-5	-1.1	4	-5	-6	-8	-1	-5
O=C(CSc1cccc[n+]1[O-])CSc1cccc[n+]1[O-]	1	5	-4	-2.9	-2	3	4	0	2	1
Cc1cc(OC(=O)N2CCOCC2)cc(C)c1Cl	-4	3	0	3.5	1	1	3	3	8	1
COc1ccc(N2CCN(C(=O)c3cccc(N4C(=O)C5C6C=CC(C6)C5C4=O)c3)CC2)cc1 (stereo not given)	-5	1	1	0.1	-3	-7	2	-6	-1	2
O=C(COc1ccc(/C=N/NS(=O)(=O)c2ccccc2)cc1)NCc1ccccc1	10	-1	4	-3.1	-5	0	-7	0	-1	-3
COc1ccccc1N(CC(=O)NCCSCc1ccccc1)S(C)(=O)=O	0	2	-4	-0.8	3	2	-1	-3	2	-5
Cc1ccccc1NC(=O)C1CCN(S(=O)(=O)c2cccc3nonc23)CC1	1	-3	3	-1.4	-3	0	6	2	1	2
COCCNC(=O)C1CCCN(C(=O)c2cc(-c3cccs3)oc2C)CC1 (stereo not given)	3	-3	2	-0.7	-2	-1	.	-9	0	-2
Cc1cccc(-n2cnc3cc(C(=O)N4CCCCC4)ccc32)c1	-1	2	-5	-0.9	2	-12	2	1	4	-3
O=C1c2cccnc2C(Nc2ccccc2)N1Cc1ccco1 (stereo not given)	6	10	2	0.7	4	-4	0	-5	10	1
OCCC1CN(Cc2ccon2)CCN1Cc1ccc(F)c(F)c1 (stereo not given)	1	4	1	1.0	-1	-7	2	2	4	-2
CCSc1sc(CC)cc1C=O	4	0	0	-2.6	3	2	-1	2	6	1
COc1ccc(CC(=O)NCc2nnc(SCC(=O)N3CCN(c4ccccc4)CC3)n2C)cc1	2	-2	1	1.3	0	5	3	3	-1	1
O=C(NC1CCCCC1)C1CCCN1S(=O)(=O)c1cccc2nsnc12 (stereo not given)	0	-2	-4	0.8	1	2	6	-1	-2	-2
Cc1ccc(C(C)C)c(OCC(=O)NNC(=O)C2CSC3(C)CCC(=O)N23)c1 (stereo not given)	-10	5	2	2.4	1	0	-4	1	4	0
COc1cc(N)c2ncsc2c1	26	2	6	-4.2	-6	-6	12	-7	3	3
O=C(c1cc(COc2ccc(F)cc2Cl)on1)N1CCC(c2ccncc2)CC1	-4	1	-7	2.0	-1	-10	-3	-3	0	-1
CCn1c(/C=C/c2cc(Br)ccc2O)nc2ccccc2c1=O	-17	-6	13	0.9	2	-7	-21	4	7	8
CCCc1cc(-c2nc(-c3ccc(C)cc3)cs2)ccn1	-17	-3	4	-2.0	-1	5	-50	-6	2	4
